Assay outcomes as filed in PubChem BioAssay.
HGIII-sPLA2 inh: Inhibits HGIII-sPLA2 liposome hydrolysis, primary screen. Q9NZ20. QFRET BODIPY PC-A2 liposome hydrolysis, fluorescence. inhibition, % at 12.2 µM. 0.56% of 370,000 active;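 active = inhibition above mean plus 3 SD of compounds lying within the high and low control bounds, cut at about 19% in these data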;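 note: 0% = median of test compound wells and 100% = no enzyme DMSO wells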
ASAP1 inh: blocks human ASAP1-stimulated Arf1 GTP hydrolysis. 0.19% of 360,000 active. inhibition, % at 16.5 µM. AID 624377. GDP FP detection; in the data active = inhibition above about 25%;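 note: 0% = vehicle with enzyme and substrate and 100% = no enzyme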
Target sequence (Q9ULH1 325-724 limits assumed): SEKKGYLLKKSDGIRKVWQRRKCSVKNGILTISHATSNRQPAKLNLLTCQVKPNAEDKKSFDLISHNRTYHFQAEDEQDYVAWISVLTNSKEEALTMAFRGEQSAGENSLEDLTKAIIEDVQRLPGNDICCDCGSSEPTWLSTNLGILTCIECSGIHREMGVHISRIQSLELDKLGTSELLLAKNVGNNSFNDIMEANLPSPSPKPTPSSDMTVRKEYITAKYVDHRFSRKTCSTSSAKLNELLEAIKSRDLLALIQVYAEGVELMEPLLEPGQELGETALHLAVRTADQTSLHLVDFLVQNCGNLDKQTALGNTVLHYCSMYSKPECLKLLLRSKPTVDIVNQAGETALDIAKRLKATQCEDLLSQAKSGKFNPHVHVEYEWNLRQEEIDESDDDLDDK
GAA850 FXN act: frataxin GAA850 promoter activation; HEK293 lucGAA850 FXN promoter luciferase reporter, 24 h; percent of 10 µM SAHA response; activation, % at 6 µM; 0.56% of 360,000 active;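 active = activation above the average of all compounds screened plus 3 SD, cutoff fixed separately per campaign, cut at about 7.5% in these data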;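 note: 0% = DMSO wells and 100% = 10 µM SAHA wells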
ARFGAP1 inhibitor: inhibitors of rat ARFGAP1; Q62848; Arfgap1-stimulated ARF1 GTP hydrolysis, GDP FP detection; inhibition, % at 16.5 µM; 0.26% of 360,000 active;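 active = inhibition above a per-plate limit, mean inhibition of low control wells plus 3 SD, cut at about 25% in these data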;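 note: 0% = DMSO wells with enzyme and 100% = wells lacking Arfgap1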
Target sequence (Q62848 1-136 limits assumed): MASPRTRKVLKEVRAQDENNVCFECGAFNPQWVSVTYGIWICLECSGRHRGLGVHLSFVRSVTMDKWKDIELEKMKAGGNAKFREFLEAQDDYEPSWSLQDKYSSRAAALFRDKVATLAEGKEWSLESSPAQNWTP
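Assay system: purified rat His6-Arfgap1 residues 1-136 (GAP domain); Reagent: human Δ17 ARF1 bound to GTP; Dosing: 16.5 µM single point, 1.26% DMSO; Times: GTP hydrolysis reaction 2 h at 25 °C; Signal: FP, GDP Alexa 633 tracer displaced from anti-GDP antibody, 620/688 nm; Measure: % inhibition from polarization.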
rCAG RNA binder: binds r(CAG) RNA repeats; r(CAG) RNA repeat, TO-PRO-1 dye displacement fluorescence; inhibition, % at 3 µM; 1.3% of 370,000 active; AID 651821;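 active = inhibition above the plate cutoff, the mean of all test compounds on that plate plus 3 SD, cut at about 35% in these data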;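 note: 0% = DMSO alone and 100% = 100 µM mitoxantrone as full dye displacement; higher means more dye released from RNA so lower well fluorescence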
ADAM10 inh: inhibitors of human ADAM10; O14672; recombinant ADAM10, EDANS/DABCYL FRET peptide cleavage, 3 h; inhibition, % at 7 µM; 0.62% of 370,000 active; AID 720582;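 active = inhibition above a per-campaign cutoff equal to the mean of compounds falling between control-based bounds plus 3 SD, cut at about 20% in these data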;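 note: 0% = DMSO wells while the 100% control is not disclosed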
DDE Tn6 FP inh: disrupts Tn6 cyclic peptide binding to fibrin D-Dimer-E complex; Fibrin DD(E) TRITC-Tn6 fluorescence polarization displacement; P02675; inhibition, % at 8.3 µM; 0.21% of 370,000 active;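 active = inhibition above a per-campaign cutoff: mean of compounds within control limits plus 3 SD, cut at about 15% in these data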;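 note: 0% = median of all compound wells on the plate and 100% = blocking peptide control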
KLK7 zymogen act: activates the human kallikrein-7 zymogen. P49862. purified proKLK7, EDANS-DABCYL substrate fluorescence; 100% is mature enzyme control, 0% vehicle. activation, % at 7 µM. 0.9% of 370,000 active. AID 652039;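 active = activation above the mean of all tested compounds plus 3 SD, computed per campaign excluding outliers beyond control limits, cut at about 13% in these data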
Target sequence (P49862 whole entry, looked up): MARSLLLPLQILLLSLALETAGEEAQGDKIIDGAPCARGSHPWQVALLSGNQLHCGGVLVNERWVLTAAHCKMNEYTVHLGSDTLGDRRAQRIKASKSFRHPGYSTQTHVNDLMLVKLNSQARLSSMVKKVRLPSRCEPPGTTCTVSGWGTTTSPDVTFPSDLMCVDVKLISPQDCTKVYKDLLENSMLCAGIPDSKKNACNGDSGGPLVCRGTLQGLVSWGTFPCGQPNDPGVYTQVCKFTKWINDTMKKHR
GC-B act: GC-B (human) receptor activation; P20594; AID 1920062; HEK293-GC-B cells, CNP EC30, cGMP TR-FRET; 0% at EC30 CNP, 100% saturating CNP; activation, % at 10 µM; 0.11% of 370,000 active;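 active = activation at 10 µM reaching about 35% in either raw or pattern-adjusted values, limit read from the data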
GC-A act: GC-A (human) enzyme activation. P16066. HEK293 GC-A cells, cGMP TR-FRET, EC30 ANP; 0% at EC30 ANP, 100% saturating ANP. activation, % at 10 µM. 0.14% of 370,000 active. AID 1671463; in the data active = activation above about 40%
* = called active by the depositor; . = not tested or not shown. Outcome played no part in choosing rows; about 4.5% have a hit in one of these screens.

Each structure is followed by: HGIII-sPLA2 inh	ASAP1 inh	GAA850 FXN act	ARFGAP1 inhibitor	rCAG RNA binder	ADAM10 inh	DDE Tn6 FP inh	KLK7 zymogen act	GC-B act	GC-A act
1	COc1cc(C(=O)Nc2ccc(C)cc2C(NCC(=O)NN)c2ccccc2)cc(OC)c1OC (stereo not drawn)
 : -12.9	5.7	-1.9	-4.6	7.8	6.4	3.1	-0.7	-8.9	-3.5
2	O=C(NCc1cccc(Br)c1)C1CC(c2ccccc2[N+](=O)[O-])=NO1 (stereo not drawn)
 : -10.6	5.0	0.2	-5.0	1.0	-3.6	5.9	0.1	-0.4	-2.5
3	CCn1c(SCC(=O)NCc2ccccc2)nc2nc3c(cc2c1=O)CCCC3
 : 14.0	13.1	1.6	1.9	-3.4	6.4	1.7	-0.1	-3.8	-6.0
4	CC(C)(C)c1cc(NC(=O)c2ccco2)n(-c2ccccc2)n1
 : 12.9	-4.2	3.0	1.9	0.6	-6.7	-5.7	0.1	-0.2	2.3
5	Cc1cc(C)n2nc(CNS(=O)(=O)c3ccc([N+](=O)[O-])cc3)nc2n1
 : 3.5	6.2	0.6	6.6	1.6	-4.1	1.5	-0.1	2.3	-1.4
6	COc1cc([N+](=O)[O-])cc(/C=N/NC(=O)c2cncc(Br)c2)c1O
 : 6.0	4.9	0.7	1.5	3.9	-1.8	13.5	-0.4	-2.0	-7.5
7	Cn1c(=O)c2c(nc(SCCN3CCOCC3)n2Cc2ccc(Cl)cc2)n(C)c1=O
 : -7.0	-2.5	3.5	-1.1	0.1	-4.5	-1.1	-0.2	12.6	8.8
8	COc1cccc(NC(=O)COC(=O)Cn2c(C)csc2=O)c1
 : -2.8	1.9	-0.4	5.5	-1.5	2.6	-5.6	-0.5	1.8	1.7
9	COc1ccc(C(=O)NC2CCN(C(=S)NCCc3ccccc3)CC2)cc1
 : 4.9	11.2	-0.9	10.5	2.1	-5.2	3.6	0.7	2.1	1.9
10	Cc1cccc(C)c1NC(=O)N1CCC(c2nc3ccccc3o2)CC1
 : 2.6	-1.0	0.5	-0.6	-3.9	-0.8	5.5	0.0	1.2	-2.7
11	CCc1nc2ccc(C(=O)NCCc3ccc(OC)c(OC)c3)cc2nc1CC
 : -4.3	-1.5	0.0	8.4	-9.8	1.8	0.8	0.2	-1.5	6.8
12	Cc1ccc(S(=O)(=O)N2CCC(=O)N([C@H](COCc3ccc(C(F)(F)F)cc3)Cc3ccccc3)CC2)cc1
 : -1.7	8.7	.	1.6	0.4	-7.9	0.8	-0.6	0.2	-2.9
13	Cc1ccc(-n2nc3c(=O)n(CCCC(=O)NCCc4ccccc4)nc(C)c3c2C)cc1
 : 12.2	-2.4	1.7	0.1	-3.9	-18.8	-2.2	-0.4	-8.8	-13.0
14	COC(=O)CC1C(=O)NCCN1C(=S)Nc1ccc(F)cc1 (stereo not drawn)
 : 3.1	-11.2	-0.3	-12.2	-0.3	-10.2	-3.8	0.2	0.5	5.3
15	Cc1nc(=O)c(-c2ccccc2)c(C)n1-c1ccc(C(=O)O)cc1
 : 7.5	0.7	-1.7	3.2	-3.5	-13.8	1.2	0.5	1.3	3.1
16	CC(C)(C)S(=O)(=O)N1C[C@H]2CC/C=C\C/C=C\2[C@@H]1CCO
 : 6.2	17.2	-0.6	-10.2	3.5	-7.3	2.1	0.5	1.7	0.3
17	COc1cccc2cc(C(=O)N3CCCCC3C)c(=O)oc12 (stereo not drawn)
 : 5.8	-7.6	-1.4	1.1	0.2	-8.6	-5.6	-0.1	4.8	8.9
18	O=C(c1ccccc1Cl)N1CCC(Oc2cccnc2)CC1
 : 6.0	.	.	.	-0.2	-8.4	0.8	-0.3	-1.3	2.0
19	O=C(C1CCN(S(=O)(=O)Cc2ccccc2)CC1)N1CCCc2ccccc21
 : -7.2	-22.5	1.2	-8.2	-5.1	4.2	4.2	0.3	3.3	1.1
20	CC12CCC(C(=O)Nc3nccs3)(OC1=O)C2(C)C (stereo not drawn)
 : 0.7	-4.6	-1.7	-13.8	0.6	8.4	-8.9	-0.1	5.1	-2.1
21	O=c1[nH]c(C2CCN(S(=O)(=O)c3ccc([N+](=O)[O-])cc3)CC2)nc2c1nnn2Cc1ccccc1
 : 0.9	2.6	-0.7	5.8	-2.6	-0.8	-1.9	-0.7	-5.2	2.4
22	O=C1CCNCCN1[C@H](CO)c1ccccc1
 : 7.6	-0.3	1.5	4.2	2.8	0.3	0.6	0.5	0.0	1.5
23	O=C(CSc1cn(CCNC(=O)c2ccccc2F)c2ccccc12)NCC1CCCO1 (stereo not drawn)
 : -0.5	5.1	-0.2	2.3	-7.1	-0.1	-16.8	0.8	3.1	-0.9
24	c1cnn(-c2cc(N3CCOCC3)ncn2)c1
 : 2.3	-1.1	1.4	7.9	-1.5	0.4	-2.1	1.1	2.1	3.3
25	CC1CCCCN1S(=O)(=O)c1ccc2c(c1)CCN2C(=O)C1CCC1 (stereo not drawn)
 : -1.9	-6.1	3.8	8.0	-8.0	-5.6	9.4	0.3	1.2	0.0
26	C[C@H](CO)N1C[C@H](C)[C@@H](CN(C)S(=O)(=O)c2ccccc2)Oc2ccc(NC(=O)CCC(F)(F)F)cc2C1=O
 : -2.7	-2.6	0.6	8.1	0.7	8.2	2.3	0.0	8.2	-0.2
27	COc1ccc(NC(=S)NCCc2ccc(Cl)cc2)c(OC)c1
 : 4.7	-0.8	-1.8	0.6	3.5	9.7	-6.9	-0.5	-8.7	-2.2
28	O=S(=O)(c1ccccc1)c1nc(Cc2ccccc2)oc1N1CCOCC1
 : 1.9	-4.0	1.6	11.8	2.6	-5.2	6.1	0.0	-3.5	-2.3
29	COc1ccccc1-c1nnc2n1N=C(c1ccc3c(c1)OCO3)CS2
 : -0.7	.	.	.	2.2	11.2	8.3	-0.2	-6.0	2.9
30	O=C(COc1cc(=O)n2c(n1)SCCC2)c1ccccc1
 : -6.5	-5.6	3.8	-1.5	6.4	4.6	-1.9	0.6	4.8	3.6
31	CN(c1ccc(C(=O)N2CCN(Cc3ccccc3)CC2)cc1)S(=O)(=O)c1ccccc1
 : -5.7	2.6	1.3	9.8	4.5	8.1	-4.7	-0.1	1.7	5.0
32	COc1ccc(S(=O)(=O)N2CCOC2CNC(=O)C(=O)NCc2ccncc2)cc1C (stereo not drawn)
 : 2.1	-8.8	0.1	8.4	-2.3	-3.1	6.6	0.5	-3.0	-1.9
33	Cc1nnc(NC(=O)c2c(-c3ccccc3Cl)noc2C)s1
 : 3.2	-20.3	1.7	-6.2	2.9	0.8	1.7	0.3	0.3	-2.4
34	Cc1nnc(CN(C)C(=O)CC2C(=O)NCCN2Cc2ccccc2C)o1 (stereo not drawn)
 : 4.8	-5.5	3.2	4.9	1.6	-13.6	-7.4	-0.7	0.8	-0.7
35	O=C(NCCc1c[nH]c2ccccc12)C(=O)NCC(c1ccco1)N1CCN(c2ccc(F)cc2)CC1 (stereo not drawn)
 : -10.6	9.4	2.0	12.9	1.8	0.6	2.5	-0.4	1.6	-1.2
36	CC(=O)NC(CC(=O)Nc1nc(-c2ccc(N(C)S(C)(=O)=O)cc2)cs1)c1ccccc1 (stereo not drawn)
 : -19.2	-7.0	-1.8	8.9	5.0	-11.5	-3.6	1.1	4.7	4.1
37	COC(=O)c1cc(-c2ccc(F)cc2)n(-c2ccccc2)n1
 : -10.3	-4.5	4.0	16.8	-3.4	-4.0	1.0	0.0	1.1	-3.8
38	O=C(COc1ccccc1F)Nc1ccc(S(=O)(=O)N2CCCC2)cc1
 : -8.3	-8.3	-1.3	-5.8	5.0	-0.3	8.1	0.3	-2.8	-2.6
39	Cc1cccc(OC2(c3ccccc3)OC(=O)c3ccccc32)c1C (stereo not drawn)
 : -6.1	8.2	1.2	6.0	-0.3	3.9	-0.4	-0.9	-8.0	-11.4
40	CC1CCCC(NC(=O)COC(=O)COc2ccc(Cl)cc2)C1C (stereo not drawn)
 : -0.5	-1.1	-1.5	-12.9	-1.6	10.5	1.1	-0.2	3.1	0.7
41	N/C(=N\O)c1ccccc1-n1cccc1
 : -2.4	5.0	-0.4	-0.2	0.4	-4.4	9.1	1.1	0.9	-2.9
42	O=C(Nc1nc2ccccc2[nH]1)c1ccc(S(=O)(=O)N2CCOCC2)cc1
 : -5.2	0.9	4.1	8.8	2.5	-0.7	-0.8	-0.2	9.0	5.7

A run of entries from further up, as a working copy:
Each structure is followed by: HGIII-sPLA2 inh	ASAP1 inh	GAA850 FXN act	ARFGAP1 inhibitor	rCAG RNA binder	ADAM10 inh	DDE Tn6 FP inh	KLK7 zymogen act	GC-B act	GC-A act
29	COc1ccccc1-c1nnc2n1N=C(c1ccc3c(c1)OCO3)CS2
 : -0.7	.	.	.	2.2	11.2	8.3	-0.2	-6.0	2.9
30	O=C(COc1cc(=O)n2c(n1)SCCC2)c1ccccc1
 : -6.5	-5.6	3.8	-1.5	6.4	4.6	-1.9	0.6	4.8	3.6
31	CN(c1ccc(C(=O)N2CCN(Cc3ccccc3)CC2)cc1)S(=O)(=O)c1ccccc1
 : -5.7	2.6	1.3	9.8	4.5	8.1	-4.7	-0.1	1.7	5.0

Profiles from above. Screens in order: HGIII-sPLA2 inh	ASAP1 inh	GAA850 FXN act	ARFGAP1 inhibitor	rCAG RNA binder	ADAM10 inh	DDE Tn6 FP inh	KLK7 zymogen act	GC-B act	GC-A act
`CC(=O)NC(CC(=O)Nc1nc(-c2ccc(N(C)S(C)(=O)=O)cc2)cs1)c1ccccc1` (stereo not drawn) across the screens: -19.2	-7.0	-1.8	8.9	5.0	-11.5	-3.6	1.1	4.7	4.1
`O=C(Nc1nc2ccccc2[nH]1)c1ccc(S(=O)(=O)N2CCOCC2)cc1` across the screens: -5.2	0.9	4.1	8.8	2.5	-0.7	-0.8	-0.2	9.0	5.7
`O=C(NCCc1c[nH]c2ccccc12)C(=O)NCC(c1ccco1)N1CCN(c2ccc(F)cc2)CC1` (stereo not drawn) across the screens: -10.6	9.4	2.0	12.9	1.8	0.6	2.5	-0.4	1.6	-1.2
